Screening data deposited in PubChem BioAssay by NCI.
NCI-60 one-dose screen, 48 h, at 10 µM unless noted. Numbers give growth in % (100 = growth as untreated, 0 = no growth, -100 = all killed).
PC-3: PC-3 prostate cancer cells; hit rate 3.9% among 80,000; AID 1794754
DU-145: DU-145 prostate cancer. hit rate 4.2% among 81,000
SNB-19: SNB-19 CNS cancer cells. AID 1794751. hit rate 2.5% among 81,000
HT29: HT29 colon cancer. hit rate 7.4% among 81,000
SF-539: SF-539 CNS cancer. hit rate 6.8% among 81,000
SNB-75: SNB-75 CNS cancer; hit rate 5% among 79,000
SW-620: SW-620 colon cancer; hit rate 5.2% among 82,000; AID 1794795
KM12: KM12 colon cancer cells; hit rate 5% among 82,000; AID 1794800
HCC-2998: HCC-2998 colon cancer. AID 1794799. hit rate 4.7% among 79,000
* hit, by the source's call; . = no result given; & = joins results of further samples. How the source made its calls: active means growth percent below 10; inactive means the rest.

SMILES	PC-3	DU-145	SNB-19	HT29	SF-539	SNB-75	SW-620	KM12	HCC-2998
CCOC(=O)c1cc(C(=O)c2cc(OC)c(OC)c(OC)c2)n2c1ccc1ccccc12	22	22	35	9.6*	-13*	.	19	28	69
O=S(=O)(NCCCNc1nccc(-n2cnc3ccccc32)n1)c1ccc(F)cc1	69	87	93	93	86	82	96	49	102
COc1ccccc1C(=O)C(=O)c1ccccc1OC	100	103	107	98	103	86	106	104	98
COc1ccc(-c2cc(-c3cc(OC)ccc3O)[nH]c(=O)c2C#N)cc1	52	80	65	28	39	59	34	42	73
O=C(/C=C/c1cn(Cc2ccc(Cl)cc2)c2ccccc12)c1ccc(Cl)cc1	81	95	96	100	94	105	91	71	94
CN(C)c1ccc(Cc2ccc(N(C)C)cc2Cl)c(Cl)c1	87	103	102	102	108	78	91	90	97
CC(=O)Nc1ccc(S(=O)(=O)c2ccc([N+](=O)[O-])cc2)cc1	72	112	97	115	105	89	116	100	101
CC(C(=O)O)N1C(=O)/C(=C/c2ccc(O)c(O)c2)SC1=S (centres undefined)	103	107	97	117	95	99	101	107	105
O=C(O)c1ccc(-c2nn(-c3ccc(C(F)(F)F)cc3)cc2/C=N/Nc2cccc(F)c2)cc1	75	85	78	64	69	103	82	58	.
O=c1c(/C=C/c2ccco2)nnc2sc(Nc3ccc(Cl)cc3)nn12	92	111	94	93	91	80	103	103	96

Molecules shown so far that contain sulfur:
SMILES	PC-3	DU-145	SNB-19	HT29	SF-539	SNB-75	SW-620	KM12	HCC-2998
O=S(=O)(NCCCNc1nccc(-n2cnc3ccccc32)n1)c1ccc(F)cc1	69	87	93	93	86	82	96	49	102
CC(=O)Nc1ccc(S(=O)(=O)c2ccc([N+](=O)[O-])cc2)cc1	72	112	97	115	105	89	116	100	101
CC(C(=O)O)N1C(=O)/C(=C/c2ccc(O)c(O)c2)SC1=S (centres undefined)	103	107	97	117	95	99	101	107	105
O=c1c(/C=C/c2ccco2)nnc2sc(Nc3ccc(Cl)cc3)nn12	92	111	94	93	91	80	103	103	96

Next results.
SMILES	PC-3	DU-145	SNB-19	HT29	SF-539	SNB-75	SW-620	KM12	HCC-2998
COC(=O)CSC(=O)N(c1ccccc1)c1ccccc1	94	106	93	98	100	95	103	101	100
Cn1c(=O)c2[nH]c(SCC(=O)Nc3ccc(C(=O)/C=C/c4ccc(Cl)cc4)cc3)nc2n(C)c1=O	89	101	86	108	93	72	82	93	119
CCCCCCCCCCCCOc1ccc(C(C)(C)C)cc1	102	100	113	85	97	107	101	110	98
NCCc1cnc[nH]1	94	120	111	103	108	114	113	108	113
O=C(O)c1cn(C2CC2)c2cc(N3CCN(C(=O)/C=C/c4ccccc4)CC3)c(F)cc2c1=O	90	108	92	103	96	.	115	99	99
COC(=O)[C@]12CC[C@@H](C)[C@H](C)[C@@H]1C1=CC[C@@H]3[C@@]4(C)C[C@@H](OC(=O)/C=C/c5ccccc5)[C@H](O)[C@@](C)(CO)[C@@H]4[C@H](O)C[C@@]3(C)[C@]1(C)CC2	11	9.1*	14	-49*	-49*	44	-59*	-2.4*	-42*
CN1CCN(C(=O)[C@]2(C)CC[C@]3(C)CC[C@]4(C)C(=CC(=O)[C@@H]5[C@@]6(C)CCC(=O)NC(C)(C)[C@@H]6CC[C@]54C)[C@@H]3C2)CC1	89	98	98	87	92	74	96	98	113
Oc1cc(Cl)ccc1Cc1ccc(Cl)cc1O	44	90	66	102	56	77	81	99	88
NC(=O)c1cccc(F)c1SSc1c(F)cccc1C(N)=O	100	100	102	110	98	102	104	96	103
OCCN(CCO)c1ccc2c(c1)Cc1ccccc1-2	85	107	105	92	94	87	106	93	93
Cc1ccc(C(F)(F)F)cc1N1CCN(C(=O)[C@H]2C[C@H]2c2cccc(C(F)(F)F)c2)CC1	48	97	80	50	96	90	92	74	94
COc1cccc(COc2ccc(NC(=O)Nc3ccccc3)cc2)c1	71	86	80	79	88	74	94	84	86
COC1=C[C@]23CCCN2CCc2cc4c(cc2[C@@H]3[C@@H]1OC(=O)C(C)(C)O)OCO4	96	83	69	66	81	96	71	63	81
O=c1[nH]cnc(O)c1-c1cc2ccccc2[nH]1	91	111	100	112	99	.	96	105	116
CCOC(=O)Cc1csc(NC(=O)c2ccc(-n3c(=O)[nH]c4ccccc4c3=O)cc2)n1	96	101	97	95	90	67	107	104	110
CN(C)CCOC(=O)Oc1c(Cl)cc(Cl)c(Cl)c1[N+](=O)[O-]	91	117	112	88	96	102	101	106	99
COC(=O)c1nnn(-c2cc(Cl)ccc2Cl)c1N	92	101	.	106	87	91	99	103	113
CC(C)C(C(=O)O)N1C(=O)/C(=C/c2ccc(O)c(O)c2)SC1=S (centres undefined)	106	109	99	118	99	108	106	109	121
Cc1ccccc1OCC(O)CN1CCCC1 (centres undefined)	98	122	98	107	112	.	107	112	115
NS(=O)(=O)c1ccc(CCN2C(=O)c3ccc(C(=O)O)cc3C2=O)cc1	94	106	100	103	101	101	98	96	101
COc1ccc(-c2nc3sccn3c2/C=C/C(=O)c2cc(OC)c(OC)c(OC)c2)cc1OC	23	6.3*	29	4.2*	25	-8.3*	10	-15*	40
CCN(CC)CCCC(C)Nc1ccc2cc(OC)ccc2n1 (centres undefined)	95	100	106	106	100	90	94	93	101
COC(=O)c1ccccc1NC(=O)CCl	104	129	95	111	96	84	117	113	107
CN(C)CCCOc1c(Br)cc(/C=C/C(=O)N(C)CCc2cc(Br)c(OCCCN(C)C)c(Br)c2)cc1Br	65	40	49	-19*	-75*	73	32	48	73
CN(C)C1CCN(Cc2ccccc2)CC1	92	114	108	108	106	80	100	106	100
Cc1cc(=O)cc(C)o1	89	120	110	116	92	82	103	109	100
O=C1/C(=C\c2ccccc2)C(Br)c2ccccc21 (centres undefined)	103	96	100	111	94	83	109	98	106
CS(=O)(=O)c1ccc(-n2nc(C(=O)NCc3ccccc3)cc2-c2ccc(Cl)cc2)cc1	75	91	79	74	99	90	100	89	99
Clc1cc(Br)c(Cl)cc1Br	97	102	109	92	96	104	107	101	96
Cc1nc2ccc(Cl)cn2c1-c1nnc(SCc2c(F)c(F)c(F)c(F)c2F)o1	96	104	91	104	97	89	95	97	108
C#CCOc1ccc(/C=N/Nc2nc(-c3ccccc3)cs2)cc1	62	76	83	116	80	92	96	66	55
N#CC1=C(Nc2ccc(Cl)cc2)NC2c3ccccc3Sc3ccccc3N2C1=N (centres undefined)	87	122	122	.	92	107	101	120	104
COc1ccc2c(c1)Oc1nc(N)c(C#N)c(N)c1C2Sc1ccc(SC)cc1 (centres undefined)	36	46	58	17	15	34	-9.0*	53	59
O=C(NCCCCCCNC(=O)c1ccccc1)c1ccccc1	95	117	102	104	93	94	104	111	.
O=S(=O)(Nc1ccccc1)c1ccccc1	82	116	103	104	99	83	102	106	93
COC12C=C/C(=C(/C(=O)OCc3cncnc3)C(=O)CCCCCCCCC3(OC)C=C/C(=C(/C(=O)OCc4cncnc4)C(=O)CCCCCCCC1)O3)O2	-55*	-43*	11	1.9*	-27*	22	4.9*	-89*	-77*
COc1cc2c(/C=C3\C(=O)Nc4ccccc43)c(C(=O)O)[nH]c2cc1C	80	118	113	90	101	66	120	100	103
COc1ccc(C(=O)c2cc(OC)c(OC)c(OC)c2)cc1/C=C/C(=O)c1ccc(OC)c(OC)c1	34	-5.0*	33	9.6*	-24*	23	9.4*	9.4*	46
COc1ccc(NC(=O)/C=C/c2ccc(Cl)c(Cl)c2)cn1	74	97	91	94	98	102	104	78	118
C=C1C(=O)O[C@H]2[C@H]1CC/C(COC(=O)/C=C\C(=O)NCc1ccc(Cn3c(=O)sn(CCI)c3=O)cc1)=C\CC[C@@]1(C)O[C@@H]21	69	34	99	26	52	99	8.2*	97	84

Looked up above.
For KM12, O=S(=O)(Nc1ccccc1)c1ccccc1 reads 106
For DU-145, N#CC1=C(Nc2ccc(Cl)cc2)NC2c3ccccc3Sc3ccccc3N2C1=N (centres undefined) reads 122
For KM12, COc1ccc2c(c1)Oc1nc(N)c(C#N)c(N)c1C2Sc1ccc(SC)cc1 (centres undefined) reads 53
For KM12, O=C(NCCCCCCNC(=O)c1ccccc1)c1ccccc1 reads 111
For KM12, COC12C=C/C(=C(/C(=O)OCc3cncnc3)C(=O)CCCCCCCCC3(OC)C=C/C(=C(/C(=O)OCc4cncnc4)C(=O)CCCCCCCC1)O3)O2 reads -89*
For KM12, C=C1C(=O)O[C@H]2[C@H]1CC/C(COC(=O)/C=C\C(=O)NCc1ccc(Cn3c(=O)sn(CCI)c3=O)cc1)=C\CC[C@@]1(C)O[C@@H]21 reads 97

The list goes on.
SMILES	PC-3	DU-145	SNB-19	HT29	SF-539	SNB-75	SW-620	KM12	HCC-2998
Nc1ccccc1-c1ccc(-c2ccc(Br)cc2)c2c1[nH]c1ccccc12	72	84	85	68	86	88	90	70	88
O=C1NCCO1	99&100	113&108	109&107	110&107	100&99	107&79	111	110&88	106
COc1cc(CCCc2c3[n+](cc4c(OC)c(OC)ccc24)CCc2cc4c(cc2-3)OCO4)cc(OC)c1OC	88	107	109	89	99	108	115	92	91
N#Cc1nc(-c2ccc(Cl)cc2)oc1S(=O)(=O)N1CCN(c2ccc(F)cc2)CC1	96	97	96	89	98	94	73	102	99
O=C(/C=C/c1cccnc1)c1ccccc1	88	105	83	14	96	88	23	51	86
COc1ccc2oc3c4[nH]c5ccccc5c4c4c(c3c2c1)C(=O)N(O)C4=O	86	101	95	104	98	89	92	101	101
CC1OC(n2c3ccccc3c3c4c(c5c6ccccc6[nH]c5c32)C(=O)N(CCN[C@@H]2CCC[C@H]2N)C4=O)CC(O)C1O (some centres undefined)	9.7*	32	15	0.1*	18	13	5.3*	15	-9.5*
CC1(C)c2ccccc2C(=O)C1Cc1ccccc1 (centres undefined)	91	109	93	96	96	95	105	106	97
O=c1oc2ccc(Cl)cc2c(=O)n1-c1ccc(F)cc1F	2.5*	19	14	87	13	-12*	16	5.6*	34
CC(=O)/C(=C\c1c(-c2ccccc2)[nH]c2ccccc12)S(C)(=O)=O	22	13	23	4.5*	-35*	-29*	14	4.0*	37
CCOC(=O)c1c2c(n3cc(C)ccc13)C(=O)c1ccccc1C2=O	58	87	85	66	94	99	73	77	97
C=C(C)[C@@H]1CC[C@]2(C(=O)O)CC[C@]3(C)[C@H](CC[C@@H]4[C@@]5(C)C/C(=C/c6ccc(Br)cc6)C(=O)C(C)(C)[C@@H]5CC[C@]43C)[C@@H]12	33	45	44	45	51	45	35	33	46
CCOC(=O)c1no[n+]([O-])c1C(=O)OCC	94	110	108	110	107	91	103	106	104
CC(=N)c1c(O)cc(C)oc1=O	97	106	106	111	97	96	103	105	96
Cc1cc(=NC(C)(C)C)nc2c3ccccc3c(Cl)cn12	90	113	108	97	102	89	100	.	104
O=S(=O)(O)c1cccc2cccc(Cl)c12	101	114	.	103	96	91	101	103	93
O=C(Cc1cc2ccccc2[nH]1)N(CCCc1cnc[nH]1)Cc1ccccc1	58	107	81	94	86	51	89	100	96
CC(C)(C)C1CCCCC1O (centres undefined)	86	111	104	100	104	81	92	99	104
C=CCOC(=O)Oc1ccccc1Cl	102	108	106	95	107	.	116	102	108
O=C(O)Cc1c(Cl)ccc(Cl)c1Cl	84	107	96	88	95	92	98	102	106
O=C1c2cc(F)ccc2Oc2cc([N+](=O)[O-])ccc2N1c1ccc(Cl)cc1F	100	97	91	82	102	84	92	98	94
COc1ccc(/C=C2\C=C(c3ccccc3)N(CCc3ccccc3)C2=O)cc1	68	83	75	88	86	94	90	84	100
O=C(Nc1ccc(F)c(F)c1)c1n[nH]c(=O)c2ccccc12	93	102	97	107	102	90	99	113	114
Clc1ccc(-c2nnc(-c3nc4ccccc4nc3Cl)o2)cc1	98	110	100	115	108	95	105	104	108
COc1cc2oc(-c3cccc(C(=O)Nc4ccc(Cl)cc4)c3)cc(=O)c2c(OCCNC(=O)[C@H](CCC(=O)OC(C)(C)C)NC(=O)OC(C)(C)C)c1OC	83	108	95	108	88	74	112	102	118
O=C(N[C@@H](CC(=O)N1CCn2c(nnc2C(F)(F)F)C1)Cc1cc(F)c(F)cc1F)c1ccc(O)cc1	98	102	96	89	96	98	103	94	92
CCCCn1c(=O)c(/C=C/C(=O)/C=C/c2cc3ccccc3n(CCCC)c2=O)cc2ccccc21	1.5*	-7.9*	16	-89*	-7.1*	49	-2.8*	-76*	-93*
CC(C)c1ccc(S(=O)(=O)NC(=O)NC2CC2)cc1	90	118	96	102	101	97	101	103	108
CCOC(=O)c1nnn(Cc2cc(=O)oc3c2ccc2ccccc23)c1C	89	103	98	97	99	92	107	104	106
O=C(Nc1ncc(Cc2cccc3ccccc23)s1)c1cc(Br)cs1	60	55	88	81	80	95	73	40	52
CN(C)Cc1cc(C(C)(C)C)cc(C2CCCCC2)c1O	117	106	116	102	109	88	81	106	101
COc1cc2nc(-c3ccc(Cl)cc3)cc(OCCCN3CCC(O)CC3)c2cc1OC	42	39	73	17	54	40	51	37	70
OCC1(CCCc2ccccc2)CCCN(c2nccc3ccccc23)C1 (centres undefined)	52	68	44	21	43	41	39	29	60
CCCCCCC(C)NCCOC(=O)c1ccc([N+](=O)[O-])cc1 (centres undefined)	88	100	97	95	100	82	91	98	111
Cc1cc(C)n(C(=O)c2sc(=S)n(-c3ccccc3)c2N)n1	100	109	101	103	100	99	108	108	111
Cc1nc([P+](c2ccccc2)(c2ccccc2)c2ccccc2)c(N2CCOCC2)o1	84	101	93	102	88	97	97	77	103
COc1cc2c(cc1OC)[C@H](C(=O)O)[C@@H](c1ccc(OC(C)C)c(OC)c1)N(C)C2=O	90	114	95	105	94	90	109	107	108
O=c1[nH]cnc2[nH]ncc12	99&86	105&110&105	101&95	114&103&89	96&98&96	92&77&100	105&104&109	106&95&101	127&100&119
